TbREL1 primary: TbREL1 inhibition, primary screen. inhibition, % at 9.66 µM. P86926. TbREL1 RNA ligation, FRET fluorescence. hit rate 0.49% among 89,000. AID 1117264;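 active = inhibition above the mean inhibition across all screened compounds plus 3 SD, cut at about 11% in these data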;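 note: 0% = plate median of test wells and 100% = NSC42067 control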
Target sequence (P86926 whole entry, looked up): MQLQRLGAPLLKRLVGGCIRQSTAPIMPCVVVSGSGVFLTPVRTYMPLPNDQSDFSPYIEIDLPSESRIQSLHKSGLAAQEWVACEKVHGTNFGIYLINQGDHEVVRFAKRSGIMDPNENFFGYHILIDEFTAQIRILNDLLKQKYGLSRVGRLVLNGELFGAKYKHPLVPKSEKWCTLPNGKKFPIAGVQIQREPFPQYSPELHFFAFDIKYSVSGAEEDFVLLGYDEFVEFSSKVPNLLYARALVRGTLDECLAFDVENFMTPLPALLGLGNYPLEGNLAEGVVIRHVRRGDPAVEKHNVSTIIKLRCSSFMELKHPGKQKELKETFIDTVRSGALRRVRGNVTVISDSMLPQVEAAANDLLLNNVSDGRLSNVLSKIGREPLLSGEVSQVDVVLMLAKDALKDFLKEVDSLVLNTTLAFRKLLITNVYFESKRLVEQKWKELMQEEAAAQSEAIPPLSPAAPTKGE
Numbers without * were called inactive.

How did O=C(CN1C(=O)c2ccccc2S1(=O)=O)NCc1cccnc1 do in these assays?
TbREL1 primary: 1

What do the screens show for `O=C(Nc1ccccc1N1CCN(C(=O)c2ccccc2)CC1)c1cc(Br)ccc1Cl`?
TbREL1 primary: 0

How did Cc1ccc(CN2CCCCC(NC(=O)c3cccc(F)c3)C2=O)cc1 (stereo not given) do in these assays?
TbREL1 primary: -1

How did CC(C)C(c1nnnn1C1CCCC1)N1c2ccccc2CC1C (stereo not given) do in these assays?
TbREL1 primary: -3

What do the screens show for `CN(C)C(=O)CSc1n[nH]c(=O)n1CCc1ccccc1`?
TbREL1 primary: 5

What do the screens show for `CS(=O)(=O)Nc1cccc(C(=O)OCCCOc2ccc(F)cc2)c1`?
TbREL1 primary: 0

How did CCOC(=O)[C@H]1[C@H]2COc3ccc(OC)cc3[C@@H]2N2C(=O)c3cc(OC)c(OC)cc3NC(=O)[C@@]12C do in these assays?
TbREL1 primary: -2

How did Clc1ccc(Cl)c(Oc2ccc(Oc3nc(Cl)ccc3Cl)cc2)n1 do in these assays?
TbREL1 primary: -2

Results for O=C(c1ccc(Cl)cc1)c1oc2ccccc2c1CS(=O)c1ccccc1 (stereo not given) ?
TbREL1 primary: -1

What do the screens show for `CN(C)/C=C/C(=O)Oc1ccc(Cl)cc1Cl`?
TbREL1 primary: -3

What do the screens show for `Cc1ccc(S(=O)(=O)NC(=O)Nc2ccc(F)cc2)cc1`?
TbREL1 primary: 1

Results for CCCN(CCC)C(=O)CC(c1ccc(F)cc1)c1ccco1 (stereo not given) ?
TbREL1 primary: -3

Results for CCOc1ccc(-c2csc(N3CCC(C(N)=O)CC3)n2)cc1 ?
TbREL1 primary: 3

What do the screens show for `Cc1ccc(S(=O)(=O)N2CCOCC2)cc1NC(=O)COC(=O)c1cc(=O)[nH]c2ccccc12`?
TbREL1 primary: 0

What do the screens show for `Cc1cc(C)c(C)c(S(=O)(=O)N2CCN(C(=O)c3ccncc3)CC2)c1C`?
TbREL1 primary: -2

Results for CCOC(=O)[C@H]1[C@H]2COc3ccc(OC)cc3[C@@H]2N2C(=O)c3cc(OC)ccc3NC(=O)[C@@]12C ?
TbREL1 primary: 4

Results for CN(C)C(CNC(=O)c1cc(S(=O)(=O)N2CCOCC2)ccc1Cl)c1cccs1 (stereo not given) ?
TbREL1 primary: 4

Results for O=C(O)C1CC=CCC1C(=O)Nc1ccccc1 (stereo not given) ?
TbREL1 primary: 2

How did O=C(CSc1nncs1)NC(=O)NC1CCCC1 do in these assays?
TbREL1 primary: 3

What do the screens show for `O=C(Nc1ccccc1)OCc1cn(-c2ccc(Cl)cc2)nn1`?
TbREL1 primary: 4

Results for O=C(c1ccccc1)N1CCN(c2ccc([N+](=O)[O-])c(NCc3ccco3)c2)CC1 ?
TbREL1 primary: 0

What do the screens show for `COc1ccc(N=C2SC(C(=O)Nc3ccc(OC)cc3)CC(=O)N2CCN2CCOCC2)cc1` (stereo not given)?
TbREL1 primary: -2

How did Cc1ccc(NC(=O)Cn2nnc(C(=O)NCc3ccco3)c2N)cc1 do in these assays?
TbREL1 primary: -2

How did O=C(NCc1cccs1)O[C@H]1CC[C@@]23CCCN2C(=O)CCC[C@H]3C1 do in these assays?
TbREL1 primary: -5

What do the screens show for `c1ccc(Nc2nc(-c3cccs3)cs2)nc1`?
TbREL1 primary: 2

What do the screens show for `COC(=O)/C=c1/s/c(=C(/C#N)C(=O)NCc2ccccc2)n(-c2ccccc2)c1=O`?
TbREL1 primary: -3

How did O=C(Cc1csc(NC(=O)Nc2ccc(Cl)cc2)n1)NCc1ccccn1 do in these assays?
TbREL1 primary: -1

Results for CSc1ccc(S(=O)(=O)N2CCC(C(=O)NCc3cccnc3)CC2)cc1 ?
TbREL1 primary: 4

How did Cc1cccc(N2CCN(C(C(=O)NCc3ccccc3)c3ccco3)CC2)c1C (stereo not given) do in these assays?
TbREL1 primary: -3

How did COc1ccc(OC)c(S(=O)(=O)N2CCC(C(=O)NC3CCCC3)CC2)c1 do in these assays?
TbREL1 primary: 5

Retrieved one by one from above, six records:
What do the screens show for `O=C(Nc1ccccc1)OCc1cn(-c2ccc(Cl)cc2)nn1`?
TbREL1 primary: 4

What do the screens show for `c1ccc(Nc2nc(-c3cccs3)cs2)nc1`?
TbREL1 primary: 2

Results for O=C(O)C1CC=CCC1C(=O)Nc1ccccc1 (stereo not given) ?
TbREL1 primary: 2

How did O=C(NCc1cccs1)O[C@H]1CC[C@@]23CCCN2C(=O)CCC[C@H]3C1 do in these assays?
TbREL1 primary: -5

What do the screens show for `COc1ccc(N=C2SC(C(=O)Nc3ccc(OC)cc3)CC(=O)N2CCN2CCOCC2)cc1` (stereo not given)?
TbREL1 primary: -2

How did Cc1cccc(N2CCN(C(C(=O)NCc3ccccc3)c3ccco3)CC2)c1C (stereo not given) do in these assays?
TbREL1 primary: -3

Next structures follow:
Results for C(=N\N1CCOCC1)/c1cccs1 ?
TbREL1 primary: 4

Results for COc1ccc(OC)c2sc(NNC(=O)COc3ccccc3)nc12 ?
TbREL1 primary: -2

Results for CC(NS(=O)(=O)c1ccc2c(c1)c(=O)n(C)c(=O)n2C)C(=O)NC1CCCCC1 (stereo not given) ?
TbREL1 primary: 0

How did NC(=O)c1ccccc1-c1nc(-c2ccccc2)no1 do in these assays?
TbREL1 primary: 3

How did CCOC(=O)c1c(NC(=O)CCCC(=O)O)sc2c1CCC2 do in these assays?
TbREL1 primary: -2

How did O=C(c1ccc(Cl)cc1)C1CCN(C(=O)c2ccc(F)cc2)CC1 do in these assays?
TbREL1 primary: 0

How did O=C1CN(C(=O)COC(=O)C2CC(=O)N(Cc3ccco3)C2)c2ccccc2N1 (stereo not given) do in these assays?
TbREL1 primary: -1

How did COc1ccc(/C=C/C(=O)OCC(=O)NCc2ccco2)c(OC)c1 do in these assays?
TbREL1 primary: -3

What do the screens show for `c1ccc(C(c2ccccc2)c2ccn[nH]2)cc1`?
TbREL1 primary: 1

How did COc1cc(/C=C/C(=O)OC[C@H]2O[C@H](OC3(CO)OC(CO)C(O)C3O)[C@H](O)[C@@H](O)[C@@H]2O)ccc1O (stereo not given in full) do in these assays?
TbREL1 primary: 0

Results for COc1ccc(NC(=O)CSc2nnc(-c3cccs3)o2)cc1Cl ?
TbREL1 primary: 2

What do the screens show for `CC(NC(=O)CCC(=O)NC(C)c1ccccc1)c1ccccc1` (stereo not given)?
TbREL1 primary: 6

How did CCOC(=O)C1=C(c2ccccc2)Nc2ncnn2C1c1ccccn1 (stereo not given) do in these assays?
TbREL1 primary: 3

What do the screens show for `COc1ccc(/C=N\NC(=O)c2ccccc2Cl)cc1COc1c(F)c(F)c(F)c(F)c1F`?
TbREL1 primary: 5

How did O=C1/C(=C/c2ccncc2)N=C2CCCCCN12 do in these assays?
TbREL1 primary: -1

What do the screens show for `COc1ccc(Cl)cc1NC(=O)/C=C\C(=O)O`?
TbREL1 primary: 1

What do the screens show for `COc1ccc(CCN(Cc2nc(-c3ccccc3)no2)Cc2nc(-c3ccccc3)no2)cc1OC`?
TbREL1 primary: -1

What do the screens show for `O=C(NCc1ccccn1)c1ccc(OC2CCN(Cc3ccccc3)CC2)cc1`?
TbREL1 primary: -4

Results for COc1ccc(S(=O)(=O)N(CC(=O)O)c2ccccn2)cc1 ?
TbREL1 primary: 7

What do the screens show for `Cc1cc(C)cc(C(=O)NN2CCN(C)CC2)c1`?
TbREL1 primary: 1

What do the screens show for `COc1ccc(C2=Cc3ccccc3C(CC(=O)C3CC3)N2c2ccc(-c3cc(OC)c(OC)c(OC)c3)cc2)cc1` (stereo not given)?
TbREL1 primary: 0

Results for Nc1nn(S(=O)(=O)c2cccc3nsnc23)cc1-c1ccc(Br)cc1 ?
TbREL1 primary: 1

How did Cc1ccc(S(=O)(=O)N2CCN(C(=O)CC(C)n3cncn3)CC2)cc1C (stereo not given) do in these assays?
TbREL1 primary: 0

Results for CCOC(=O)c1nn(-c2cccc(Cl)c2)c2nc(CC(C)C)c(C#N)c(=O)n12 ?
TbREL1 primary: 0

How did COCc1cc(C)nc2sc(C(=O)N3CCN(c4ccccc4)CC3)c(N)c12 do in these assays?
TbREL1 primary: -4

Results for COC(=O)c1cccc(Cn2ccc3ccc(-c4ccc5ccn(C(=O)C6CCCCC6)c5c4)cc32)c1 ?
TbREL1 primary: -1

Results for CCCCN(C(=O)COC(=O)c1nc2nccc(C)n2n1)C1CCS(=O)(=O)C1 (stereo not given) ?
TbREL1 primary: 0

Results for CCn1c(SC(C)C(=O)Nc2nnc(C)s2)nnc1-c1ccco1 (stereo not given) ?
TbREL1 primary: 2

What do the screens show for `CCOC(=O)NC(=O)/C(C#N)=N\Nc1cccc(Cl)c1`?
TbREL1 primary: 7

Results for Cc1nc(C)c(C(=O)OCC(=O)Nc2cccc(C)c2C)s1 ?
TbREL1 primary: 2

What do the screens show for `CCOC(=O)CN1C(=O)COc2ccc(Cl)cc21`?
TbREL1 primary: -1

Results for O=C(CCC1CCCN(C(=O)c2ccoc2)C1)NCc1ccccc1F (stereo not given) ?
TbREL1 primary: -1

What do the screens show for `CC(=O)Oc1ccccc1Cn1c(C)c(C(=O)NCc2ccc(Cl)c(Cl)c2)sc1=O`?
TbREL1 primary: -1

Results for COCCN1C(=O)N[C@@H](c2cccs2)C(C(C)=O)=C1C ?
TbREL1 primary: 2

How did COc1ccc(OCC(=O)Nc2nnc(C)s2)cc1 do in these assays?
TbREL1 primary: -1

How did O=C(NCc1ccc2c(c1)OCO2)C1CCCN(S(=O)(=O)c2cccs2)C1 (stereo not given) do in these assays?
TbREL1 primary: 5

Results for O=C(CCCSc1nc2ccccc2[nH]1)Nc1ccccc1 ?
TbREL1 primary: -1

What do the screens show for `c1ccc(-c2nn3c(-c4ccccc4)nnc3s2)cc1`?
TbREL1 primary: 1

How did COc1ccccc1C(=O)CSc1nccn1C do in these assays?
TbREL1 primary: -2

What do the screens show for `CCOC(=O)c1cccc(NC(=O)CSc2nc3ccccc3c(=O)n2CC)c1`?
TbREL1 primary: 1

Results for COc1ccc(C(=O)NCC(=O)NCC(=O)OCc2ccc(Br)cc2)cc1 ?
TbREL1 primary: 5

Results for CCOC(=O)c1c(N)sc(C(O)(C(F)(F)F)C(F)(F)F)c1-c1ccc(F)cc1 ?
TbREL1 primary: 0

Results for CCCCN(C(=O)C1=COCCO1)c1c(N)n(CCC)c(=O)[nH]c1=O ?
TbREL1 primary: -2

What do the screens show for `C/C(=N/NS(=O)(=O)c1ccc(C)cc1C)c1ccc2c(c1)OCO2`?
TbREL1 primary: 2

How did COc1ccc(S(=O)(=O)N2CCOCC2)cc1NC(=O)Cc1sc(C)nc1-c1ccc(F)cc1 do in these assays?
TbREL1 primary: -1

What do the screens show for `Cn1cccc1Cc1nnc(SCC(=O)NCCc2ccccc2)n1-c1ccc(F)cc1`?
TbREL1 primary: -4

What do the screens show for `Cc1cccc(CC(=O)Nc2cc(C)c3c(=O)oc4ccccc4c3n2)c1`?
TbREL1 primary: 2

How did O=C(O)/C=C/c1cn(Cc2ccccc2Cl)nc1-c1ccccc1 do in these assays?
TbREL1 primary: 0

What do the screens show for `CC(C)(Oc1ccc(Cl)cc1)C(=O)N1CCC(C(N)=O)CC1`?
TbREL1 primary: 6

What do the screens show for `Cc1ccc2c(c1)nnn2C1CCN(CC(=O)N(c2ccccc2)c2ccccc2)CC1`?
TbREL1 primary: 0

What do the screens show for `CN(CCc1ccccc1)C(=O)c1ccc(NC(=O)Cc2ccc(NC(=O)C3CCCN(C(=O)CCc4ccccc4)C3)cc2)cc1` (stereo not given)?
TbREL1 primary: -2

Results for COc1ccc(/C=C/C(=O)N2CCN(S(=O)(=O)c3ccccc3Br)CC2)cc1OC ?
TbREL1 primary: -3

What do the screens show for `Cc1nnc(N(Cc2ccccc2)C(=O)c2cnccn2)s1`?
TbREL1 primary: -2

How did O=C1C=C(c2cc3ccccc3s2)C[C@@H](c2ccc(Cl)cc2)C1 do in these assays?
TbREL1 primary: 6

Results for Cc1cc(NC(=O)COC(=O)CCS(=O)(=O)c2ccc(Cl)cc2)no1 ?
TbREL1 primary: 1

What do the screens show for `Cc1cc(C)n(-c2nnc(C)n2/N=C/c2ccco2)n1`?
TbREL1 primary: 9

How did Oc1ccc(C=NC2CCCCC2)c(O)c1 do in these assays?
TbREL1 primary: 0

How did COc1ccc(C2C(C(=O)Nc3cc(C)on3)c3ccccc3C(=O)N2C)cc1OC (stereo not given) do in these assays?
TbREL1 primary: -3

What do the screens show for `Cc1c(C(=O)NCCc2ccccc2)oc2ccc(S(=O)(=O)N3CCOCC3)cc12`?
TbREL1 primary: -1

How did CCCCn1c(N)c(N(C)C(=O)C2CC(=O)N(Cc3ccco3)C2)c(=O)[nH]c1=O (stereo not given) do in these assays?
TbREL1 primary: -1

How did CCCCNC(=O)C1CC(=O)N(c2ccc(OC)cc2)C1c1ccc(OC)cc1 (stereo not given) do in these assays?
TbREL1 primary: 0

How did O=C(COC(=O)COc1ccccc1F)Nc1ccc2c(c1)OCO2 do in these assays?
TbREL1 primary: 3

Results for CC(=O)N1CCC(C(=O)NC2CC(C)(C)Cc3c2cnn3-c2ccc(F)cc2)CC1 (stereo not given) ?
TbREL1 primary: -3

Results for Cc1ccc(CNC(=O)COc2ccc(S(=O)(=O)N3CCCC3)cc2)cc1 ?
TbREL1 primary: -4

How did COC(=O)/C=C1/N/C(=N\c2nc(C)cc(C)n2)N(c2ccc(C)c(C)c2)C1=O do in these assays?
TbREL1 primary: -5

How did O=C(O)c1cccc2c1C(=O)c1ccc(Cl)cc1S2(=O)=O do in these assays?
TbREL1 primary: 0

Some of these compounds in order of SMILES length, largest number first:
How did COC(=O)/C=C1/N/C(=N\c2nc(C)cc(C)n2)N(c2ccc(C)c(C)c2)C1=O do in these assays?
TbREL1 primary: -5

Results for CC(=O)N1CCC(C(=O)NC2CC(C)(C)Cc3c2cnn3-c2ccc(F)cc2)CC1 (stereo not given) ?
TbREL1 primary: -3

Results for Cc1ccc(CNC(=O)COc2ccc(S(=O)(=O)N3CCCC3)cc2)cc1 ?
TbREL1 primary: -4

How did O=C(O)c1cccc2c1C(=O)c1ccc(Cl)cc1S2(=O)=O do in these assays?
TbREL1 primary: 0

How did O=C(COC(=O)COc1ccccc1F)Nc1ccc2c(c1)OCO2 do in these assays?
TbREL1 primary: 3

Compound activity (PubChem)

These rows are one share of the data; count on the stated rates, not on these rows.
